# PLC-beta3 inh: inhibitors of human phospholipase C beta3; Q01970; Purified PLC-beta3, fluorogenic substrate, fluorescence; inhibition, % at 12.2 µM; AID 720704; 370,000 tested, 0.18% active; in the data active = inhibition above about 11%;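 note: 0% = median of compound wells on plate and 100% = full blocker control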
# hgDAF12 agonist: hgDAF-12 agonism, primary luciferase screen. HEK293 GAL4-hgDAF12 UAS-luciferase reporter, agonist luminescence; normalized to butyrate control. activation, % at 6.8 µM. 370,000 tested, 1.8% active;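 active = activation above a cutoff set at the mean of all screened compounds plus 3 SD, cut at about 10% in these data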;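 note: 0% = DMSO wells and 100% = sodium butyrate wells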
# ssDAF-12 act: activates DAF-12 receptor from parasite S. stercoralis; HEK293 ssDAF-12/GRIP1 lit1-tk-luc reporter, luminescence; % of 3 µM dafachronic acid response; activation, % at 6.8 µM; 370,000 tested, 1% active;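 active = activation above the mean over all tested compounds plus 3 SD, cut at about 0.9% in these data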;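 note: 0% = DMSO-only wells and 100% = 3 µM delta7-dafachronic acid wells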
# DAX1 inh-1: inhibitors of DAX1 repression of SF-1 activated StAR promoter. HEK293T StAR-luciferase reporter, SF-1/DAX-1 repression relief. inhibition, % at 6.8 µM. 370,000 tested, 1.1% active. AID 652010;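 active = inhibition above the mean over all tested compounds plus 3 SD, cut at about 3.6% in these data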;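 note: 0% = DAX-1 cells with DMSO and 100% = cells lacking DAX-1 with DMSO; higher inhibition means more luminescence from relief of DAX-1 repression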
# PG9 Ab binder: small molecules binding HIV-1 gp120 antibody PG9. TR-FRET gp120-PG9 antibody binding. inhibition, % at 6.7 µM. 360,000 tested, 0.43% active. AID 624416; in the data active = inhibition above about 8.5%
# Rev-erbA mod: Rev-erb alpha (human) modulation; 370,000 tested, 0.79% active; Rev-erbα–FITC-DNA binding, fluorescence polarization, 90 min; P20393; activity, % at 10 µM;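 active = activity above about 14%, limit read from the data; passing the limit was not always enough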;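 note: 0% = DMSO wells with 35 nM protein and 100% = DMSO wells with 750 nM protein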
# Target sequence (P20393 whole entry, looked up): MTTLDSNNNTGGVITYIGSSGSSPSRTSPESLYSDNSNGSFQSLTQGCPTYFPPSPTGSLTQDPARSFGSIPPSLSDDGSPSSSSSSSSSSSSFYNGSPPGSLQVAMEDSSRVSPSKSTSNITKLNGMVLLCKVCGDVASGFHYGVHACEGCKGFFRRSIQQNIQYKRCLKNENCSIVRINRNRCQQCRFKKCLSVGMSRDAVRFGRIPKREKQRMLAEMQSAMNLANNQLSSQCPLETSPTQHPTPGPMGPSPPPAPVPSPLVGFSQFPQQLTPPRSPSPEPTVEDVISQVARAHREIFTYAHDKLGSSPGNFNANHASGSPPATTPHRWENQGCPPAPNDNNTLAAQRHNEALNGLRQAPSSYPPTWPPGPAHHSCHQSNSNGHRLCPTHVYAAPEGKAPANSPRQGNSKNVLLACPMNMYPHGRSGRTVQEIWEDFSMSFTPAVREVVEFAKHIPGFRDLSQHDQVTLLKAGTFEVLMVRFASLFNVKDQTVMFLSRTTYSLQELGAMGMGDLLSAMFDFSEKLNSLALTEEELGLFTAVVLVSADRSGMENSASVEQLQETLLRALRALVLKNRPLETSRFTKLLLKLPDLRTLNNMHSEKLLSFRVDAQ
# sPLA2-III inh: Inhibits HGIII-sPLA2 liposome hydrolysis, primary screen | Q9NZ20 | QFRET BODIPY PC-A2 liposome hydrolysis, fluorescence | inhibition, % at 12.2 µM | 370,000 tested, 0.56% active;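 active = inhibition above mean plus 3 SD of compounds lying within the high and low control bounds, cut at about 19% in these data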;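 note: 0% = median of test compound wells and 100% = no enzyme DMSO wells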
# SMARCA2 activ: increases SMARCA2 function in MMTV reporter cells; MG213 cells, MMTV-luciferase reporter, dexamethasone, overnight; activation, % at 9.1 µM; 370,000 tested, 1% active; AID 652017; in the data active = activation above about 7.8%;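 note: 0% = vehicle wells and 100% = reference activator wells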
# DAX1 inh-2: NR0B1 (DAX1) inhibition | AID 504766 | HEK293 Gal4-DAX1 luciferase reporter, luminescence | inhibition, % at 6.75 µM | P51843 | 340,000 tested, 0.99% active;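 active = inhibition above the mean over all tested compounds plus 3 SD, cut at about 4.2% in these data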;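 note: 0% = DAX1-transfected cells with DMSO and 100% = empty-vector control cells with DMSO; inhibition shows as a rise in luminescence from relieved DAX1 repression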
# Target sequence (P51843 207-470 limits assumed): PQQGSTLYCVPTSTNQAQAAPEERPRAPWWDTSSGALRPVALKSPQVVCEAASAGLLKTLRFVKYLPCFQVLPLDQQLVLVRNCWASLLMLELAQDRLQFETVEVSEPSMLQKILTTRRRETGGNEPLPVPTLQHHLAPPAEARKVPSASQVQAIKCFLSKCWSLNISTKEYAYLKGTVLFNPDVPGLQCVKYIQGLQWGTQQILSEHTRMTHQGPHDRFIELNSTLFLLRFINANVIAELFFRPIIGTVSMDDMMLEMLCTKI
# hcDAF12 agonist: activates DAF-12 receptor from parasite H. contortus; AID 652067; HEK293 hcDAF-12 lit1-tk-luc reporter, luminescence; 0% DMSO, 100% Δ7-dafachronic acid; activation, % at 6.8 µM; 370,000 tested, 1.4% active;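 active = activation above the mean of all tested compounds plus 3 SD, cut at about 5.5% in these data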;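 note: 100% = response to 3 µM Δ7-dafachronic acid high control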
# GAA850 FXN act: increases GAA850 frataxin promoter reporter activity. activation, % at 6 µM. 360,000 tested, 0.56% active. AID 540364. HEK293 lucGAA850 FXN promoter luciferase reporter, 24 h; percent of 10 µM SAHA response;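 active = activation above the average of all compounds screened plus 3 SD, cutoff fixed separately per campaign, cut at about 7.5% in these data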;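 note: 0% = DMSO wells and 100% = 10 µM SAHA wells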
# * = called active by the depositor; i = inactive; nt = not tested or not shown.
SMILES,PLC-beta3 inh,hgDAF12 agonist,ssDAF-12 act,DAX1 inh-1,PG9 Ab binder,Rev-erbA mod,sPLA2-III inh,SMARCA2 activ,DAX1 inh-2,hcDAF12 agonist,GAA850 FXN act
Cc1ccc(OCC(=O)N2CCCC(CO)(CCOc3ccccc3)C2)cc1 (centres undefined),-4.3,-2.5,-0.7,-3.0,-1.2,-5.9,-4.4,-3.7,0.5,-0.9,1.6
COc1ccccc1CNC(=O)C1CC(c2ccccc2C(F)(F)F)=NO1 (centres undefined),0.1,-0.6,-1.6,-0.2,0.2,-1.6,2.2,0.8,0.1,-0.7,2.2
CC(=O)NC(CCS(C)(=O)=O)C(=O)Nc1ccc(Oc2ccccc2)cc1 (centres undefined),2.0,0.3,-1.2,-0.1,-0.3,-0.7,3.0,-2.8,0.8,0.5,1.2
COc1ccc(-c2[nH]ncc2CN2CCCC2c2nonc2C)c(F)c1 (centres undefined),3.6,-3.0,-1.6,0.1,1.2,-4.6,-3.8,-3.3,-0.7,-0.7,-0.6
Cc1noc(C)c1C(=O)NCc1ccccc1Br,-8.4,-0.6,-1.8,0.2,0.9,2.8,5.9,-4.1,-0.1,0.0,-0.2
COc1ccc(/C=N\NC(=O)c2ccc([N+](=O)[O-])cc2)cc1COc1c(F)c(F)cc(F)c1F,-6.5,-0.7,-0.8,-1.2,1.9,-9.4,-0.9,-0.2,-0.1,-0.6,1.0
N=c1n(CCN2CCCCC2)c2ccccc2n1CC(O)c1cccc(Br)c1 (centres undefined),0.2,0.0,-0.9,0.3,-0.1,-2.8,6.4,0.9,-0.3,-1.7,-11.2
O=C(COC(=O)CCC1CCCC1)Nc1ccccc1Br,-7.1,0.4,-1.0,-0.4,1.8,-2.3,0.0,1.8,-0.6,1.2,-0.7
CCCn1nc(C(=O)Nc2cccc(S(=O)(=O)N3CCOCC3)c2)c2ccccc2c1=O,3.2,1.9,-1.0,-2.1,-1.0,2.0,-10.5,-3.8,-1.2,-0.7,-0.6
C[C@H](OC(=O)c1[nH]cnc1C(=O)N1CCN(C(=O)OC(C)(C)C)CC1)c1ccccc1,-13.3,-1.7,-1.1,-0.5,1.1,1.4,-6.9,0.1,-0.8,-1.3,-0.1
CCOC(=O)C1CCCN(C(=O)Cn2nc(C)n3c(cc4c(OC)cccc43)c2=O)C1 (centres undefined),i,-2.6,-1.1,0.2,-0.1,0.9,1.8,3.5,1.2,-1.5,1.3
CCN(CC)S(=O)(=O)N1CCC(C(=O)NCc2ccco2)CC1,-1.2,5.7,-1.4,-0.3,1.1,1.4,-1.2,0.0,3.6,0.1,-0.6

# An excerpt from above in order of the PLC-beta3 inh value, rising.
canonical_smiles,PLC-beta3 inh
C[C@H](OC(=O)c1[nH]cnc1C(=O)N1CCN(C(=O)OC(C)(C)C)CC1)c1ccccc1,-13.3
O=C(COC(=O)CCC1CCCC1)Nc1ccccc1Br,-7.1
COc1ccc(/C=N\NC(=O)c2ccc([N+](=O)[O-])cc2)cc1COc1c(F)c(F)cc(F)c1F,-6.5

# Next section.
SMILES,PLC-beta3 inh,hgDAF12 agonist,ssDAF-12 act,DAX1 inh-1,PG9 Ab binder,Rev-erbA mod,sPLA2-III inh,SMARCA2 activ,DAX1 inh-2,hcDAF12 agonist,GAA850 FXN act
CCCCN(CCCC)C(=O)CSc1nnc2n(C)c(=O)c3c4c(sc3n12)CCCC4,0.8,-1.5,-0.7,0.0,-0.5,0.3,-0.2,-0.3,0.8,-0.3,-0.6
O=C1c2ccccc2C(=O)c2c1ccc(C(=O)N1CCCCC1)c2NCCO,1.3,0.4,-1.3,-0.6,-7.1,-3.8,2.7,-0.8,0.6,-1.7,1.5
Cc1cc(C)cc(OCCNC(=O)C(C)N2C(=O)c3ccccc3C2=O)c1 (centres undefined),-1.2,2.9,-0.7,-0.2,0.4,-1.2,-0.4,-3.4,0.0,1.3,0.6
O=S(=O)(Nc1ccc2c(c1)OCCO2)c1ccc(F)c(F)c1,-6.3,2.2,-0.9,0.0,-0.9,-7.6,-10.4,-1.6,-0.3,-1.2,0.5
COc1ccc(-c2cc(C(F)(F)F)nc(N3CCN(C)CC3)n2)cc1OC,-178.2,-2.3,-1.4,-0.5,-2.4,2.4,-8.9,0.8,-1.5,-2.6,3.3
COc1ccc(-c2ccc(SCC(=O)c3ccccc3)nn2)cc1OC,-14.2,-2.6,-1.6,-0.8,-0.4,4.9,-26.7,2.8,-0.9,-1.8,4.6
CCOC(=O)c1cnc(SCc2cccc(C)c2)nc1N,-0.1,5.3,-1.2,-0.5,0.0,1.7,-7.2,-0.2,1.7,0.2,2.5
CC(C)Cc1ccc(C(=O)NCc2ccc3c(c2)OCO3)o1,-8.6,-0.3,-1.2,-0.4,0.6,2.4,1.9,-2.6,0.7,0.3,0.8
CCN1CCN(CCCNC(=O)CCC(=O)N2CCOc3ccccc32)CC1,0.9,-3.4,-1.0,1.2,-1.2,0.9,0.8,-0.2,0.3,5.7*,-0.7
COC(=O)C1=C(C)N(CCc2c[nH]c3ccccc23)C(=O)/C1=C\N(C)C,-8.1,0.3,0.2,1.0,-1.1,5.0,-22.0,1.0,0.2,-0.1,1.8
Cc1noc(C)c1S(=O)(=O)Nc1ccc(C(=O)N2CCN(c3ccc(F)cc3)CC2)cc1,0.8,1.9,-0.9,0.6,1.1,1.3,-5.4,0.3,-0.1,-0.7,2.2
C=CC[C@@H](CC(=O)N[C@H](CO)Cc1ccccc1)C(=O)NC[C@@H](OC(=O)[C@@H](CC=C)Cc1ccc(F)cc1)c1ccccc1,2.2,0.0,-1.1,0.3,0.2,-0.6,-31.9,-1.3,0.8,-1.7,-5.9
CN1C[C@@H]2[C@@H]3C(=O)N(C)C(=O)[C@@H]3[C@](C)(C1=O)N2C(=O)c1ccc(C(C)(C)C)cc1,5.0,-1.3,-1.2,0.0,-0.8,-1.0,6.1,-0.3,-0.2,-1.3,-0.3
CCN(C[C@H]1N[C@@](Cc2ccccc2)(C(=O)OC)[C@H]2C(=O)N(C)C(=O)[C@@H]12)S(=O)(=O)c1ccc(C(C)(C)C)cc1,0.8,3.4,-1.2,0.0,-1.8,-3.1,4.5,-0.3,-0.6,0.5,-1.2
CCCCC(=O)Nc1nnc(S(=O)(=O)N(CC)c2ccccc2)s1,-5.0,0.4,-0.9,0.6,-3.0,-0.8,0.1,-1.7,0.2,-0.1,2.2
Cc1oc2c(C)c3oc(=O)c(CC(=O)N[C@@H](CCCNC(N)=O)C(=O)O)c(C)c3cc2c1C,-445.2,-1.1,-0.9,-0.1,2.9,-2.5,5.6,-1.9,1.2,-1.1,-0.9
Cc1ccc(S(=O)(=O)N2CCOC23CCN(C(=O)C(=O)NCc2ccccc2)CC3)cc1,-3.3,-2.2,-0.5,-0.3,-0.1,6.7,-5.4,-1.4,-0.9,-1.5,-1.8
CC(=O)c1ccc(N2CCN(C(=O)CN3C(=O)NC4(CCCCC4)C3=O)CC2)c(F)c1,0.0,-0.2,-1.8,-1.1,-2.3,0.3,4.7,2.5,-0.3,-0.2,-0.5
COC(=O)CNC(=O)c1ccc(=O)oc1,-12.4,-2.0,-0.8,0.6,-0.3,1.5,2.1,-0.7,0.5,0.2,1.7
CCCC(C(=O)NC1CCCC1)N(Cc1ccc2c(c1)OCO2)C(=O)c1snc(C(N)=O)c1N (centres undefined),-36.6,-3.5,-2.2,-1.3,-1.3,-1.5,-6.8,1.9,0.6,-1.7,-0.4
COc1cccc(NC(=O)CCC2CCN(C(=O)c3c(C)noc3C)CC2)c1,-7.7,1.0,-2.0,0.6,-0.3,-6.2,-1.1,-1.8,0.2,-1.3,1.4
CCCCn1c(N)c(N(Cc2ccccc2OC)C(=O)CN2C(=O)NC(C)(c3ccccc3)C2=O)c(=O)[nH]c1=O (centres undefined),-5.8,0.5,-0.2,1.5,0.2,-1.7,-1.3,-1.3,-0.2,1.6,0.2
Cc1ccc(S(=O)(=O)NCCOc2nc(N3CCOCC3)nc(N3CCOCC3)n2)cc1,3.6,-1.9,-0.8,-0.3,1.4,-3.6,-3.9,-0.5,0.7,-0.9,1.2
CSc1nc(-c2ccc(C)cc2)[nH]c1S(=O)(=O)c1ccccc1,-3.7,-3.8,-1.8,-1.9,-0.7,0.8,-10.7,-2.4,-0.7,-3.8,0.6
Cc1ccccc1-n1c(SCC(=O)N2CCC(C(=O)O)CC2)nnc1-c1ccncc1,-1.5,0.8,-1.7,0.0,-0.3,-1.1,-0.9,1.1,0.5,-0.1,-2.0
Nc1ccccc1C(=O)NCCCN1CCN(c2cccc(Cl)c2)CC1,-53.5,1.0,-1.4,0.0,-1.4,5.8,-1.8,-1.8,0.9,-1.1,0.2
CC(=O)Nc1ccc(N2CC(C)(C)C2=O)cc1,5.4,1.3,-0.9,0.2,-2.4,5.2,9.3,-3.1,1.7,-0.5,0.1
Cc1noc(C)c1C(=O)N1CCC(C(=O)c2ccc(F)cc2F)CC1,-3.0,-0.7,-1.4,0.0,-0.3,1.3,8.5,-5.4,0.7,0.5,1.8
NC(Cc1ccccc1)c1csc(Nc2cc(Oc3ccccc3)ncn2)n1 (centres undefined),-0.8,0.4,-1.3,-2.8,-1.0,3.5,30.9*,-1.2,nt,-0.1,-1.9

# In the list so far, 5 contain an NH in an aromatic ring:
SMILES,PLC-beta3 inh,hgDAF12 agonist,ssDAF-12 act,DAX1 inh-1,PG9 Ab binder,Rev-erbA mod,sPLA2-III inh,SMARCA2 activ,DAX1 inh-2,hcDAF12 agonist,GAA850 FXN act
COc1ccc(-c2[nH]ncc2CN2CCCC2c2nonc2C)c(F)c1 (centres undefined),3.6,-3.0,-1.6,0.1,1.2,-4.6,-3.8,-3.3,-0.7,-0.7,-0.6
C[C@H](OC(=O)c1[nH]cnc1C(=O)N1CCN(C(=O)OC(C)(C)C)CC1)c1ccccc1,-13.3,-1.7,-1.1,-0.5,1.1,1.4,-6.9,0.1,-0.8,-1.3,-0.1
COC(=O)C1=C(C)N(CCc2c[nH]c3ccccc23)C(=O)/C1=C\N(C)C,-8.1,0.3,0.2,1.0,-1.1,5.0,-22.0,1.0,0.2,-0.1,1.8
CCCCn1c(N)c(N(Cc2ccccc2OC)C(=O)CN2C(=O)NC(C)(c3ccccc3)C2=O)c(=O)[nH]c1=O (centres undefined),-5.8,0.5,-0.2,1.5,0.2,-1.7,-1.3,-1.3,-0.2,1.6,0.2
CSc1nc(-c2ccc(C)cc2)[nH]c1S(=O)(=O)c1ccccc1,-3.7,-3.8,-1.8,-1.9,-0.7,0.8,-10.7,-2.4,-0.7,-3.8,0.6
